Screens as filed in PubChem.
CHO-K1 Ca antag: nonselective inhibitor or artifact in parental CHO-K1 cells; ATP-induced calcium, Fluo-8 fluorescence; inhibition, % at 3 µM; 360,000 compounds, 0.6% hits; AID 602250;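 active = inhibition above a per-plate cutoff, the plate's mean sample inhibition plus 3 SD, cut at about 24% in these data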;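 also: 0% = DMSO plus EC80 ATP and 100% = DMSO alone without ATP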
TAAR1 agonist: human TAAR1 agonists, primary screen, Fluo-8 calcium fluorescence, CHO RD-HGA16 cells. activation, % at 3 µM. vehicle wells 0%, saturating PEA agonist 100%. Trace amine-associated receptor 1 (Homo sapiens), Q96RJ0. 360,000 compounds, 0.99% hits;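 active = activation above the mean activation of all test compounds in the run plus 3 SD, cut at about 38% in these data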
Target sequence (Q96RJ0 whole entry, looked up): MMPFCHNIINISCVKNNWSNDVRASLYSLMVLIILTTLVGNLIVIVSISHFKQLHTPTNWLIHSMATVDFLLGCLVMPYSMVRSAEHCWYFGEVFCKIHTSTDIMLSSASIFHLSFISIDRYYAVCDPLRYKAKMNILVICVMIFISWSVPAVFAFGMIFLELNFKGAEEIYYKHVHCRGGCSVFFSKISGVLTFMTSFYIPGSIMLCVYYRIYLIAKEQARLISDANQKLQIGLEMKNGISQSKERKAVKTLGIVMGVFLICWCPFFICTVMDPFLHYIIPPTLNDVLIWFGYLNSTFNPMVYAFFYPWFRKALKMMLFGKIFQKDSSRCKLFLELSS
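Test system: RD-HGA16 (CHO) cells co-expressing Gα16 and hTAAR1; dosing: one-point dosing at 3 µM (nominal); timing: 17-24 h seeding, 75 min 37 °C dye, 30 min RT; signal: kinetic Fluo-8 calcium fluorescence; read-out basis: % activation relative to PEA EC100 response; controls: DMSO and PEA EC100; replicates: n 1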
M1 ag parental: counter-screen for M1 agonists: effect in parental CHO-K1 cells; activation, % at 3 µM; Fluo-8 calcium fluorescence; scaled to maximal ATP response, vehicle zero; AID 602248, 2012; 360,000 compounds, 0.48% hits; in the data active = activation above about 15%;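 also: untransfected CHO-K1 host cells lacking M1 receptor as counterscreen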
V1aR counter: agonists of human V1a receptor, primary screen, counter-screen for OXTR agonist project, fluorescence, CHO-V1R cells; Fluo-8 calcium fluorescence, agonist mode; 0% DMSO, 100% 3 nM vasopressin; activation, % at 3 µM; Vasopressin V1a receptor (Homo sapiens), P37288; 320,000 compounds, 0.25% hits;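 active = activation above the mean activation of all tested compounds plus 3 SD, per screening run, cut at about 20% in these data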;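 also: signal is peak over basal fluorescence ratio across a 100 second FLIPR read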
Target sequence (P37288 whole entry, looked up): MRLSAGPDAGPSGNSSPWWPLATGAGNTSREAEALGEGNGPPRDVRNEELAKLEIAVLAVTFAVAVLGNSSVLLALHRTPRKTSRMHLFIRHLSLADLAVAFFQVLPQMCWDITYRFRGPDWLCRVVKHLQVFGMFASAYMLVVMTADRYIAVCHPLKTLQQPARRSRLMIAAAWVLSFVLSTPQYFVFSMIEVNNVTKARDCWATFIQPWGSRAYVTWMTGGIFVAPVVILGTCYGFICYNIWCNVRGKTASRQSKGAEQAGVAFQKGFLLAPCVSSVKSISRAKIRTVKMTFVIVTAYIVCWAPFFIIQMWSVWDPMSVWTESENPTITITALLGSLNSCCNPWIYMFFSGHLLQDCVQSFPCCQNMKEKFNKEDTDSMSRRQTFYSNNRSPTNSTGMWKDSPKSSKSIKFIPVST
CHO parental Ca: ATP-evoked calcium signal inhibitors, parental CHO, primary screen, counter-screen for OX1R antagonist project, cell-based, fluorescence, Fluo-8 calcium dye. parental CHO-K1, ATP-induced calcium, Fluo-8 fluorescence. AID 463079, 2010. inhibition, % at 5.6 µM. 330,000 compounds, 0.63% hits;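 active = inhibition above that plate's mean sample inhibition plus 3 SD, cut at about 26% in these data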;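 also: 0% = ATP-challenged DMSO wells and 100% = DMSO wells without ATP; some compounds past the cut are filed as inactive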
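Assay system – parental CHO cells · Reagent – ATP stimulus · Detection – intracellular calcium via Fluo-8 no-wash fluorescent dye · Evaluation – percent inhibition of ATP-evoked calcium rise, normalized to controls · Controls – ATP wells versus no-ATP DMSO wells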
CHRM1 agonist: human M1 muscarinic receptor agonists, primary screen, Fluo-8 calcium fluorescence, CHO-K1 cells, HTS; Muscarinic acetylcholine receptor M1 (Homo sapiens), P11229; CHO-K1 hM1, agonist mode; 0% DMSO, 100% acetylcholine EC100; activation, % at 3 µM; 360,000 compounds, 0.33% hits; AID 588814, 2011;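 active = activation above the run's mean compound activation plus 3 SD, cut at about 16% in these data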;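 also: peak over basal fluorescence ratio within a 140 s kinetic read after compound addition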
M1 PAM parental: nonselective calcium activators in parental CHO-K1 cells, primary screen, counter-screen for M1 PAM project, cell-based, Fluo-8 calcium fluorescence, full deck, 1536-well; ATP EC20; 0% at ATP EC20, 100% at ATP max; activation, % at 3 µM; 360,000 compounds, 0.02% hits;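 active = activation above the run cutoff, the mean activation of all test compounds plus 3 SD, cut at about 40% in these data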;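 also: peak over basal fluorescence ratio in a 140 s read after ATP addition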
TAAR1 antagonist: human TAAR1 antagonists, primary screen, Fluo-8 calcium fluorescence, CHO RD-HGA16 cells. Trace amine-associated receptor 1 (Homo sapiens), Q96RJ0. antagonist. inhibition, % at 3 µM. 360,000 compounds, 1.5% hits. AID 624466, 2012;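 active = inhibition above a per-plate cutoff, the mean inhibition of test compounds on that plate plus 3 SD, cut at about 49% in these data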;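 also: 0% = DMSO plus EC80 beta-PEA response and 100% = DMSO alone without agonist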
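Test system – hTAAR1-expressing CHO RD-HGA16 cells, Gα16-coupled · Reagent – β-PEA at EC80 concentration, post-compound challenge · Compound dosing – 3 µM, single point · Timing – 140 s kinetic read after compound, 140 s after agonist · Detection – Fluo-8 intracellular calcium dye fluorescence, real-time kinetic reads · Control set – DMSO and EC80 PEA controls · Repeats – n of 1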
OXTR potentiator: human OXTR potentiators, primary screen, fluorescence, CHO-OTR cells, Fluo-8 calcium; Oxytocin receptor (Homo sapiens), P30559; AID 2445, 2010; activation, % at 3 µM; 320,000 compounds, 0.061% hits; Fluo-8 calcium fluorescence, potentiator mode; 0% = oxytocin EC15, 100% = EC100;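 active = activation above that plate's cutoff, the mean activation of tested compounds plus 3 SD, cut at about 6.6% in these data, passing the limit was not always enough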;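 also: 100% uses oxytocin at 75 nM as the full agonist control; some results filed as inactive read as strong as hits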
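Material: human OTR in CHO cells. Compound: 3.0 µM, one dose. Timing: compound 6 min at room temperature before oxytocin, 100 s read. Evaluation: % activation of max/min ratio relative to oxytocin controls. Replication: single well per compound, singlicate. Signal: Fluo-8 calcium dye fluorescence.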
An asterisk follows results filed as active; x = no result given.

Results follow in this order: CHRM1 agonist	CHO parental Ca	M1 PAM parental	CHO-K1 Ca antag	V1aR counter	M1 ag parental	TAAR1 antagonist	OXTR potentiator	TAAR1 agonist
(1) Cc1nc(C)c(C(=O)N2CCCC(CCC(=O)NCc3ccc(F)c(F)c3)C2)s1 (stereo unspecified)
→ -2.9	-10.8	23.3	-7.4	-0.4	0.7	-18.7	-4.6	8.5
(2) O=c1c2cc(NC(=S)N3CCC(N4CCCCC4)CC3)ccc2nc2n1CCCCC2
→ -7.6	16.2	13.6	-4.0	0.1	0.7	-16.0	-4.6	0.2
(3) CC(=O)N/C(=C\c1ccccc1)C(=O)OCCCOC(=O)/C(=C/c1ccccc1)NC(C)=O
→ -3.3	-17.1	15.8	-7.7	0.0	0.7	-9.8	-0.2	1.4
(4) O=C(CCc1nnc(CCCc2ccccc2)o1)NCCN1CCOC1=O
→ -7.6	-4.9	9.3	2.4	-0.1	0.6	-3.8	-5.2	7.1
(5) CC1CCN(C(=O)CCNC(=O)c2ccccc2Cl)CC1
→ -1.5	-7.3	8.0	-4.5	-0.5	0.9	-0.3	-6.8	0.9
(6) Cc1nc(N2CCCCC2C)c2c(C)c(C(=O)Nc3ccccc3C(F)(F)F)sc2n1 (stereo unspecified)
→ -11.8	-43.1	6.4	-0.9	-0.7	0.6	22.9	-3.3	-2.2
(7) COc1cc2[nH]cc(C(=O)NCc3cccs3)c(=O)c2cc1OC
→ -0.1	-2.7	6.0	-16.0	-0.3	1.7	24.9	-1.0	2.8
(8) CCOC(=O)CN1C(=O)C(CC)Oc2ccccc21 (stereo unspecified)
→ -2.6	-14.9	17.8	-0.6	-0.5	0.3	-14.5	4.9	3.5
(9) CNC(=S)NNC(=O)c1oc2nc(-c3ccccc3)cc(C)c2c1N
→ -0.3	-4.6	-0.6	-3.4	-0.6	0.4	-7.0	-8.9	7.1
(10) O=C(CN(C(=O)c1ccccc1)N1C(=O)CCC1=O)c1cccs1
→ -3.0	-5.9	1.9	-8.6	0.0	0.6	-9.5	-2.9	5.5
(11) COc1cccc(-c2nc(CS(=O)(=O)CC(=O)Nc3cccc(C(C)=O)c3)c(C)o2)c1
→ -2.8	-32.5	9.2	-13.0	4.1	2.6	7.7	-4.1	3.8
(12) CCOc1ccc2c(c1)C(=O)c1cc(OCC(=O)O)ccc1-2
→ -1.5	-1.5	8.6	-7.6	1.0	0.5	-13.8	4.8	4.3
(13) O=C(C1=C(O)C(=O)N(CC2CCCO2)C1c1cccnc1)c1ccco1 (stereo unspecified)
→ -1.0	-2.4	20.9	-6.0	2.3	0.6	-7.2	-8.3	6.5
(14) Cn1ncc(C#N)c1/N=C/N(Cc1ccccc1)Cc1ccccc1
→ -5.9	-40.9	-5.6	16.5	-0.8	0.1	36.0	-17.8	5.6
(15) Cc1ccc(NC(=O)C2C3C=CC4(O3)C2C(=O)N(CCN2CCOCC2)C4C(=O)NC2CCCCC2)cc1C (stereo unspecified)
→ -5.1	-4.9	-21.0	-7.2	-0.3	0.1	-0.4	0.2	-1.1
(16) CC(=O)Nn1cnc2c(c1=O)C1(CCCC1)Cc1ccccc1-2
→ -4.5	-6.2	10.1	5.4	0.3	0.1	-8.8	-3.0	10.2
(17) CC(OC(=O)c1ccc(=O)n(Cc2ccccc2)n1)C(=O)Nc1cccc(Cl)c1 (stereo unspecified)
→ -3.4	-11.5	3.6	4.5	3.7	3.3	16.8	-5.2	5.0
(18) N#CCCN1CCN(S(=O)(=O)c2ccc(S(=O)(=O)N3CCCCCC3)cc2)CC1
→ -2.6	-3.6	10.3	12.0	0.6	1.1	-8.1	-19.4	1.2
(19) O=C(NC1CCCCC1)C(c1cccs1)N(C(=O)c1ccccn1)c1ccccc1 (stereo unspecified)
→ -6.9	-18.4	7.7	-1.5	-0.6	0.9	6.1	-10.6	2.0
(20) CC/C(=N/NC(=O)c1ccccc1)c1ccc(OCCN2CCOCC2)cc1
→ -8.6	-12.1	13.8	-3.3	1.1	3.5	2.7	4.8	0.5
(21) CC1(C)CC(=O)C(C=NCCCn2ccnc2)=C(O)C1
→ -4.7	1.4	-1.3	-6.4	-0.2	0.3	-3.6	3.5	-0.4
(22) COC(=O)Cn1cnc2c(nnn2-c2ccc(OC)cc2)c1=O
→ -1.4	7.3	-0.1	1.2	0.6	7.2	-4.8	-4.2	-0.2
(23) Cn1cc(/C=C(\NC(=O)c2ccccc2Cl)C(=O)NCCCn2ccnc2)c2ccccc21
→ -3.3	-18.2	-1.1	-4.5	0.9	0.6	-0.3	-5.8	0.9
(24) O=C(O)c1cccc([N+](=O)[O-])c1C(=O)Nc1nc2ccccc2s1
→ -4.8	-1.2	0.1	6.9	0.6	6.2	8.2	-11.4	9.2
(25) COc1cc(/C=C/C(=O)OCC(=O)N2CCc3ccccc32)cc(OC)c1OC
→ -4.1	x	-3.6	-4.4	x	0.8	-7.4	x	-0.3
(26) Cc1ccc(/C=C/c2nc3ccccc3s2)s1
→ -2.8	-11.7	13.9	-6.1	-0.7	0.5	8.1	-10.8	8.8
(27) COC(=O)[C@H](CCSC)NC(=O)N1CCN(Cc2ccccc2)CC1
→ -7.0	-10.9	0.3	-3.4	1.4	0.2	9.0	3.3	2.7
(28) CCn1c(SCc2ccc(C#N)cc2)nnc1-c1cccc(Cl)c1
→ -9.1	-20.0	11.7	-16.7	-0.8	1.7	2.1	-6.7	2.2
(29) O=C(O)c1ccc(-c2nn3c(=O)cc(N4CCNCC4)nc3s2)cc1
→ -2.5	x	22.9	-2.2	x	0.7	-2.6	x	0.5
(30) CCC(=O)N1CCCC(C(=O)NCc2ccc(C(C)C)cc2)CC1 (stereo unspecified)
→ -6.9	x	-5.1	3.5	x	0.9	5.1	x	1.1

A draw from above in order of formula weight, lowest first.
Results follow in this order: CHRM1 agonist	CHO parental Ca	M1 PAM parental	CHO-K1 Ca antag	V1aR counter	M1 ag parental	TAAR1 antagonist	OXTR potentiator	TAAR1 agonist
(8) CCOC(=O)CN1C(=O)C(CC)Oc2ccccc21 (stereo unspecified)
→ -2.6	-14.9	17.8	-0.6	-0.5	0.3	-14.5	4.9	3.5
(4) O=C(CCc1nnc(CCCc2ccccc2)o1)NCCN1CCOC1=O
→ -7.6	-4.9	9.3	2.4	-0.1	0.6	-3.8	-5.2	7.1
(11) COc1cccc(-c2nc(CS(=O)(=O)CC(=O)Nc3cccc(C(C)=O)c3)c(C)o2)c1
→ -2.8	-32.5	9.2	-13.0	4.1	2.6	7.7	-4.1	3.8
(15) Cc1ccc(NC(=O)C2C3C=CC4(O3)C2C(=O)N(CCN2CCOCC2)C4C(=O)NC2CCCCC2)cc1C (stereo unspecified)
→ -5.1	-4.9	-21.0	-7.2	-0.3	0.1	-0.4	0.2	-1.1

Next section:
Results follow in this order: CHRM1 agonist	CHO parental Ca	M1 PAM parental	CHO-K1 Ca antag	V1aR counter	M1 ag parental	TAAR1 antagonist	OXTR potentiator	TAAR1 agonist
(31) O=C(NCc1ccccc1)C12CC3CC(CC(Br)(C3)C1)C2
→ -5.3	-5.4	-2.7	-16.0	-0.4	-0.1	3.9	-7.0	-3.0
(32) Cc1ccc(C(=O)CSc2nc(N)cc(=O)[nH]2)cc1C
→ -0.1	-10.3	9.6	-6.0	2.6	2.6	-9.1	0.9	4.4
(33) OC(c1ccccc1)c1nc(-c2ccc3c(c2)OCO3)cs1 (stereo unspecified)
→ -1.4	x	12.8	6.0	x	1.3	-8.8	x	-1.6
(34) COc1ccccc1N(CC(=O)NCCN1CCOCC1)S(=O)(=O)c1ccccc1
→ -3.5	-3.9	-22.1	-4.6	0.0	0.7	-13.2	1.9	-0.1
(35) COc1ccc(N(C(=O)c2cnccn2)C(C(=O)NC2CCCCC2)c2ccccc2)cc1 (stereo unspecified)
→ 1.6	-18.2	-8.3	-8.2	-0.8	-0.7	-6.5	-10.8	4.9
(36) O=C(Nc1cccc(NC(=O)c2ccco2)c1)c1ccc([N+](=O)[O-])cc1
→ -2.6	6.7	17.1	-7.3	1.0	0.5	-4.1	-22.2	5.9
(37) CN(CC(=O)Nc1ccc(N2CCOCC2)cc1)C(=O)c1cccc(Cl)c1Cl
→ -1.5	-16.7	-0.1	0.9	-0.4	0.5	-38.2	-3.9	0.6
(38) CN1CCN(C(=O)C2=C[C@H](c3coc4ccccc4c3=O)C[C@H](OCCCCO)O2)CC1
→ -2.2	-4.7	14.0	-8.9	1.8	0.3	-5.9	-3.0	15.6
(39) O=C(CN1CCN(Cc2ccc(F)cc2)C1=O)NC1CCCC1
→ -4.3	2.1	4.2	-3.8	1.5	0.2	0.3	-2.6	2.2
(40) CCOC(=O)C1=C(C(F)(F)F)Nc2ncnn2C1c1cc(OC)c(OC)cc1OC (stereo unspecified)
→ -5.1	-11.4	18.1	-10.3	0.3	2.0	-14.5	-3.5	1.0
(41) CCOP(=O)(OCC)c1nc(-c2cccc3ccccc23)oc1N1CCCCC1
→ -2.4	-13.1	20.3	-20.7	-1.4	1.4	16.0	-0.1	17.9
(42) CCOc1cc(NC(=S)NCC2CCCO2)c(OCC)cc1NC(=O)c1ccccc1F (stereo unspecified)
→ -3.9	-4.0	-12.2	-4.7	-0.1	0.2	-7.9	-6.4	0.5

Numbers 41 through 42 from above:
Results follow in this order: CHRM1 agonist	CHO parental Ca	M1 PAM parental	CHO-K1 Ca antag	V1aR counter	M1 ag parental	TAAR1 antagonist	OXTR potentiator	TAAR1 agonist
(41) CCOP(=O)(OCC)c1nc(-c2cccc3ccccc23)oc1N1CCCCC1
→ -2.4	-13.1	20.3	-20.7	-1.4	1.4	16.0	-0.1	17.9
(42) CCOc1cc(NC(=S)NCC2CCCO2)c(OCC)cc1NC(=O)c1ccccc1F (stereo unspecified)
→ -3.9	-4.0	-12.2	-4.7	-0.1	0.2	-7.9	-6.4	0.5
